High-throughput results (PubChem)
TCR activator: Activators of T cell receptors: qHTS campaign; 330,000 tested, under 10 active; primary human leukocytes, anti-CD3, IL-2 HTRF, 48 h; Potency, µM (top dose mostly 9.22 µM), without a hit: at the top dose activation of IL-2 secretion, usual class: activators; further: % of control where 0% means no effect
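Primary human leukocytes were stimulated with a-CD3 beads plus compounds for 48 hr without co-stimulation; secreted IL-2 was quantified by HTRF using a-IL-2-K (europium cryptate) and a-IL-2-d2, excited at 320nm with acceptor emission read at 665nm.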
Eya2 inh: qHTS Assay for Inhibitors of the Phosphatase Activity of Eya2; AID 488837, 2010; Protein phosphatase EYA2 (Homo sapiens), O00167; Potency, µM (series often up to 76.9 µM), for inactives: at the top dose activity, negative = inhibition, usual class: inhibitors; actives 0.006% (n = 330,000); recombinant Eya2, OMFP fluorescence dephosphorylation (OMFP is methylfluorescein phosphate); further: potency means the concentration at half of the fitted maximal effect; on the % scale 0 is the no-effect control and ±100 the full control effect
Target sequence (O00167 whole entry, looked up): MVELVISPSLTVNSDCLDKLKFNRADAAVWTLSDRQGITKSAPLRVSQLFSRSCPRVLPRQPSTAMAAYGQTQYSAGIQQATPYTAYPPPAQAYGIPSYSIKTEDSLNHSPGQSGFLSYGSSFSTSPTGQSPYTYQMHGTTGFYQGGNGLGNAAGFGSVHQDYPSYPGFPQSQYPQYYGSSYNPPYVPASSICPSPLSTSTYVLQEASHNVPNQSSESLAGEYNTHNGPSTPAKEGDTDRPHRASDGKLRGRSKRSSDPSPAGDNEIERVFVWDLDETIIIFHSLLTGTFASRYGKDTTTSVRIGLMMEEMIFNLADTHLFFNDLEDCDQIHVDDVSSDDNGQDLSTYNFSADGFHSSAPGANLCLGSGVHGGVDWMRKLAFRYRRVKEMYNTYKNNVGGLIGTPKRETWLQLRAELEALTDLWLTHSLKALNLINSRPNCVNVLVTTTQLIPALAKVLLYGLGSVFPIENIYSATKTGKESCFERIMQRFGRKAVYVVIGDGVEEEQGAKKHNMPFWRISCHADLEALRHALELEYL
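Eya2 (0.2 uM) preincubated 10 min at ambient with compound, then OMFP substrate added at 50 uM; 10 min reaction in 50 mM HEPES pH 7.5, 50 mM NaCl, 5 uM MgCl2, 0.05% BSA, 1 mM DTT. Fluorescence read at Ex 485/Em 525 nm.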
KCNH2 3.1 block: qHTS for Inhibitors of KCHN2 3.1: Mutant qHTS; Potassium voltage-gated channel subfamily H member 2, brain isoform KCNH2 3.1 (human); actives 0.95% (n = 340,000); activity change, % (tested at about 1.8 µM); U2OS KCNH2 3.1, thallium flux FluxOr; active compounds read low; AID 720553, 2013;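 active means maximum activity change below -70%; inconclusive means maximum activity change from -70% to -50%; inactive means maximum activity change above -50%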;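 further: thallium influx rate constant from kinetic fluorescence after stimulation buffer; on the % scale 0 is the no-effect control and ±100 the full control effect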
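Steps: virus added to U2OS suspension (4 h, RT, dark); medium with 10% FBS added, cells plated, 37 C overnight; FluxOr/Red40 loading buffer 45 min RT; stimulation buffer, 2 min kinetic read; rate constant normalized.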
AT treatment: qHTS Assay for Identifying a Potential Treatment of Ataxia-Telangiectasia; AID 485349, 2010; Potency, µM (top dose mostly 57.5 µM), without a hit: at the highest dose activation, hits mostly activators; actives 0.19% (n = 320,000); […] A-T fibroblasts, KAP-1 phosphorylation AlphaLISA; neocarzinostatin DNA damage 30 min before lysis; further: potency means the concentration at half of the fitted maximal effect; % of control where 0% means no effect; nearly all actives have a fitted effect of over 45% in size
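hTERT-immortalized A-T patient fibroblasts ([…]), 500 cells/well in OPTI-MEM, 1% FBS, got compounds for 60 min, then NCS for 30 min at 37C. Lysates were then assayed for phospho-KAP-1 by AlphaLISA (anti-pKAP1 donor, anti-KAP1 acceptor beads), 6 hr at 25C.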
ELG1 repair inh: qHTS screen for small molecules that inhibit ELG1-dependent DNA repair in human embryonic kidney (HEK293T) cells expressing luciferase-tagged ELG1 | HEK293T ELG1-luciferase reporter, luminescence, 16 h; DNA damage induced by 5-fluorouridine | Potency, µM (top dose mostly 46.1 µM), for inactives: at the highest dose activity change, negative = inhibition, usual class: inhibitors | actives 2.3% (n = 330,000); further: potency means the concentration at half of the fitted maximal effect; on the % scale 0 is the no-effect control and ±100 the full control effect; nearly all actives have a fitted effect of over 55% in size
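DMSO vehicle served as the neutral condition. Each well held 2,000 cells given 5-fluorouridine plus compound; after 16 hr at 37 °C/5% CO2, ONE-Glo was added and luciferase measured 30 min later.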
USP2a block: qHTS Assay for Inhibitors of Ubiquitin-specific Protease USP2a Using CHOP2 as the Reporter. AID 463254, 2010. USP2 core, Ub-CHOP2 coupled fluorogenic reporter, 485/531. Potency, µM (top dose mostly 38.3 µM), for inactives: top-dose activity change, negative = inhibition, actives largely listed as inhibitors. actives 0.01% (n = 330,000);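 further: potency means the concentration at half of the fitted maximal effect; plate controls were DMSO wells for no effect and full inhibition by NEM control for full effect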
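Cell-free coupled assay: 10nM USP2 core preincubated 30min RT with compound in Tris-HCl pH 8.0/CaCl2/CHAPS buffer, then 25nM Ub-CHOP2 and 25nM reporter substrate; fluorescence (Ex 485/Em 531) read after 60min RT, normalized to NEM inhibition, concentration-response curves fitted.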
Mito fusion act: qHTS Assay for Small Molecule Inhibitors of Mitochondrial Division or Activators of Mitochondrial Fusion. AID 485298, 2010. S. cerevisiae fusion-defective mutant growth rescue, CellTiterGlo 48 h. Potency, µM (top dose mostly 46.1 µM), for the others: at the highest dose growth rescue (activation), hits mostly activators. actives 0.23% (n = 320,000);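 further: potency means the concentration at half of the fitted maximal effect; % of control where 0% means no effect; nearly all actives have a fitted effect of over 45% in size; temperature-sensitive fusion mutants such as fzo1-1 at 37 °C on non-fermentable ethanol glycerol medium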
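Yeast fusion mutant, YPEG (non-fermentable carbon), compound, 48 h at 37C non-permissive; CellTiterGlo added, 10 min RT, luminescence read. Rescued growth = division inhibition.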
TSHR antag: Antagonists of the Thyroid Stimulating Hormone Receptor: HTS campaign; TSHR-expressing cells, TSH-stimulated cAMP HTRF, 2 h; active compounds read low; actives 0.2% (n = 330,000); activity change, negative = inhibition, % at 11.5 µM; Thyrotropin receptor (Homo sapiens), P16473; AID 504810, 2011;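 active means activity change below a set negative limit, meaning inhibition stronger than a set level, cut at about -70% in these data; inconclusive means activity change between two set negative limits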; further: on the % scale 0 is the no-effect control and ±100 the full control effect
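Freshly harvested TSHR cells receive pin-tooled compound, then EC80 TSH at 4nM final. After 2 hours at 37 deg C, antibody in lysis buffer and cAMP-d2 are added; 30 minutes at ambient temperature precede the HTRF read.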
KCNH2 WT inh: qHTS for Inhibitors of KCHN2 3.1: Wildtype qHTS; Voltage-gated inwardly rectifying potassium channel KCNH2 (Homo sapiens), Q12809; U2OS, BacMam KCNH2, thallium flux FluxOr; active compounds read low; activity change, % at 1.84 µM; actives 0.37% (n = 340,000); AID 720551, 2013;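 active means maximum activity change below -70%; inconclusive means maximum activity change between -70% and -50%; inactive means maximum activity change above -50%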; further: on the % scale 0 is the no-effect control and ±100 the full control effect
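U2OS cells were transduced with wild-type KCNH2 virus (2.03 x 10^8 / mL) for 4 h at room temperature, then cultured overnight at 37 C. Thallium flux was read with FluxOr dye. Rate constants were normalized to DMSO controls.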
TRPV1 agonist: HTS Assay for Compounds that Act as Agonists of the Vanilloid Receptor 1; activation, % at 8.33 µM; actives 0.19% (n = 320,000); TRPV1-expressing cells, Fluo-8 calcium influx, agonist mode; Transient receptor potential cation channel subfamily V member 1 (Homo sapiens), Q8NER1; in the data active means activation above about 80%; inconclusive means between about 30% and that limit; further: 0% is about no effect
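TRPV1-expressing cells were cultured overnight at 35.5C and loaded with Fluo-8 calcium dye for 40 to 90 min at room temperature. After a 10 s baseline, compound was added and calcium influx was read kinetically for 3 min (ex 480/em 520 nm).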
The depositor's hits bear a star; ? = inconclusive; . = no result given; [ ] = another dose, or the depositor's remark. Unless noted, the call rests on the fitted dose curve; in most records, active means well fitted curve in the direction sought with a large enough effect; inconclusive means small, poorly fitted or top-dose-only effect, or another doubt; inactive means no such curve, though single readings can be large; an effect the other way counts as inactive or inconclusive. A portion of the library; the hit share may differ from the screen's.

SMILES	TCR activator	Eya2 inh	KCNH2 3.1 block	AT treatment	ELG1 repair inh	USP2a block	Mito fusion act	TSHR antag	KCNH2 WT inh	TRPV1 agonist
Nc1c(C(=O)O)ccc2c1C(=O)c1ccccc1C2=O	-3%	6%	9	-24%	-8%	-6%	15%	-18	1	-2
CN(C)CCCN(C(=O)c1cc2ccccc2oc1=O)c1nc2ccc(F)cc2s1	-3%[46.1 µM]	-11%	4	-1%	?	4%	-17%	15	17	4
Cc1c(CNCCc2ccccc2Cl)c(C(=O)O)c(C)n1-c1ccccc1	-7%	8%	?	6%	9%	0%	-4%	-4	-1	-7
CCOc1ccccc1-c1cc(-c2ccc(OC)cc2)nc2c1c(=O)n(C)c(=O)n2C	-6%	0%	-17	3%	?	1%	-2%	-1	-1	3
Cc1ccc(-c2nnc(N3CCN(CCO)CC3)c3ccccc23)cc1	-3%	-3%	-6	6%	20%	4%	15%	-5	2	-1
CC(C)(C)CC(=O)Nc1nnc(SCC(=O)N2CCCCC2)s1	4%	4%	-1	0%	8%	3%	5%	-7	-5	0
CC1CCCN(c2nc3c(c(=O)[nH]c(=O)n3C)n2CCCc2ccccc2)C1 (configuration not stated)	-4%	19%	8	6%	-28%	0%	9%	9	6	?
CCn1c(=O)c2c(nc(SCC(=O)N3CCCC(C)C3)n2C)n(C)c1=O (configuration not stated)	2%	4%	-1	1%	5%	0%	-1%	7	7	-3
O=C(NN1CCOCC1)c1cccc2ccccc12	-2%[46.1 µM]	-23%	-1	2%	11%	1%	-5%	-5	1	-7
COCCNC(=O)CCc1nc2cccnc2n1Cc1ccc(OC)cc1	-1%	-18%	0	-9%	-1%	2%	4%	3	5	1
CC(=O)N1CC=CC1(CC(C)C)C(=O)NCCN1CCOCC1 (configuration not stated)	3%	-4%	-5	-1%	?	4%	-3%	14	-5	8
CCN(C[C@H]1N[C@@](CC)(C(=O)OC)[C@H]2C(=O)N(C)C(=O)[C@@H]12)C(=O)Nc1ccc(Cl)cc1	0%	-17%	7	-15%	14%	5%	.	-9	3	.
O=c1c2cc([N+](=O)[O-])ccc2nc2n1CCCC2	8%	6%	12	-9%	?	-1%	0%	1	6	1
CCN(CC)CCn1c2c(c(SCC(=O)Nc3cc(C)cc(C)c3)nc1=O)CCC2	-1%	13%	-26	-1%	17%	-3%	-3%	6	12	-2
O=C(c1ccco1)N1CCN(C(c2ccccc2F)c2nnnn2CC2CCCO2)CC1 (configuration not stated)	0%	12%	9	-5%	8%	-1%	2%	-5	6	-2
CCn1nc(C)c(CNC(=O)c2cc(COc3ccc(C)nc3)on2)c1C	-4%	3%	1	2%	-25%	0%	-5%	-6	-6	-1
CCn1c(=O)cc(OCC(=O)N2CCc3ccccc32)c2ccccc21	-41%	4%	-3	0%	16%	4%	0%	-5	0	1
c1ccc(COc2ccc(CNCc3cccnc3)cc2)cc1	-18%	1%	9	5%	-12%	1%	-1%	-3	0	10
O=C(Nc1ccc(N2CCOCC2)c(Cl)c1)c1ccc(Cl)cc1	-1%	3%	-1	-1%	?	-1%	26%	-23	0	?
Cc1cc(NC(=O)CSc2nc(N)c(NC(=O)c3ccco3)c(=O)[nH]2)no1	0%	7%	1	6%	?	11%	-2%	26	6	1
COc1cc(CCC(=O)Nc2cnc3ccccc3c2)cc(OC)c1OC	4%	-5%	-14	26%	?	-1%	11%	6	1	-7
COC(=O)C1C2C=CC3(CN(CC4CCCO4)C(=O)C13)O2 (configuration not stated)	-5%	14%	0	2%	15%	1%	1%	1	-3	-3
CC(=O)N1CCc2cc(S(=O)(=O)NCCC(=O)N3CCc4ccccc4C3)ccc21	0%	19%	-10	-2%	23µM*	0%	9%	-4	26	0
NC(=O)C1(N2CCCCC2)CCN(C(=S)Nc2ccccc2)CC1	3%	-3%	-7	12%	0%	-5%	-4%	7	6	-1
O=C(CSc1cccc2cccnc12)N/N=C/c1cccnc1	1%	-12%	-8	7%	-7%	3%	-6%	3	-1	5
COc1ccc(Nc2nc(N)c([N+](=O)[O-])c(NC3CCCCC3)n2)cc1	3%	-13%	-2	?	-20%	1%	-55%[inhibitor]	3	-6	-1
COc1cc(/C=C/C(=O)OCC(=O)N2CCCC2)cc(OC)c1OC	3%	-12%	11	-4%	?	2%	-9%	-8	20	-1
CCOC(=O)c1sc(NC(=S)NC(=O)c2cccc(Cl)c2)c(C(=O)OCC)c1C	3%	13%	4	-4%	8%	1%	-2%	15	0	14
CCC(=O)N1CCc2cc(Br)cc(S(=O)(=O)CC(=O)OC)c21	-7%	10%	-2	-7%	-14%	5%	1%	-2	-1	-4
COc1cc(-c2ccc(NC(=O)NC3CC3)c(OC)c2)ccc1NC(=O)NC1CC1	.	10%	.	1%	1%	-3%	1%	-6	.	-1
CCCc1nc2ccc(NC(=O)NCCC(=O)OCC)cc2c(=O)n1Cc1ccc(Cl)cc1	5%[46.1 µM]	1%	-4	.	21µM*	1%	-4%	-8	-5	-1
COc1ccc(C2OC(=O)CC2C(=O)NCc2ccc(F)cc2)cc1OC (configuration not stated)	-3%	-5%	11	2%	11%	1%	-5%	6	-1	0
O=C(CCc1nc2ccccc2c(=O)[nH]1)OCC(=O)c1ccc(C2CCCCC2)cc1	-4%[46.1 µM]	0%	1	-1%	-7%	-1%	-1%	8	4	-6
CC(=O)N1C(C)c2ccccc2C(C)(C)CC12CCCCC2 (configuration not stated)	-6%[46.1 µM]	-12%	2	9%	1%	1%	?	-18	-1	5
CCCC(CCC)=NNC(=O)c1ccccc1F	-5%	-5%	-1	0%	?	1%	3%	5	1	24
COc1ccc(S(=O)(=O)N(C)C)cc1NC(=O)Cc1cccs1	6%	-3%	17	8%	9%	-2%	4%	-9	-8	4
O=C(Nc1ccc(-c2noc(-c3ccccc3F)n2)cc1)c1cccs1	-1%[46.1 µM]	-3%	-4	-8%	?	-3%	-3%	11	5	2
CCN(C(=O)CSc1nc2scc(-c3ccccc3)c2c(=O)n1C)C1CCS(=O)(=O)C1 (configuration not stated)	8%	-11%	2	-7%	?	2%	.	13	4	.
N=c1ccn(CC(=O)c2ccc(-c3ccccc3)cc2)cc1	2%	-17%	9	3%	?	-4%	-7%	17	-1	5
NC(=O)CC(NC(=O)c1ccccc1)c1ccc(NCc2ccccc2)c([N+](=O)[O-])c1 (configuration not stated)	-2%	-14%	.	-45%	-10%	-1%	8%	0	.	0
CC(C)CC(=O)NC(=S)Nc1ccccc1C(F)(F)F	-1%[46.1 µM]	-4%	6	-8%	-10%	1%	-5%	-1	-38	7
CCOC(=O)Cn1c(-c2ccccn2)nc2ccccc21	1%	-6%	-1	6%	-7%	1%	1%	7	-2	2
O=C(Cc1ccccc1)N1O[C@H]2C=C[C@@H]1CC2	2%[46.1 µM]	-8%	-2	-5%[11.5 µM]	?	-2%	.	12	3	.
Cc1nc(NS(=O)(=O)c2ccccc2)sc1C(=O)NNS(=O)(=O)c1ccccc1	-1%	-21%	0	5%	11%	0%	3%	-5	9	0
CCCCNC(=O)CSc1nc2cc3c(cc2c(=O)n1CCCC(=O)NCCc1ccc(OC)c(OC)c1)OCO3	-28%	7%	-32	1%	1%	13%	0%	0	-8	-4
CC(=O)Nc1ccc(C(=O)N/N=C/c2ccccc2OCc2ccccc2)cc1	4%	10%	-2	3%	?	4%	11%	4	0	11
COc1ccc(OC)c(NC(=O)C23CCC(C)(C(=O)O2)C3(C)C)c1 (configuration not stated)	0%	13%	-8	1%	-6%	0%	5%	0	17	5
COCCNC(=O)COc1ncnc2ccc(Br)cc12	1%	14%	8	1%	6%	-1%	1%	-1	0	6

A portion from the list above, for reference:
SMILES	TCR activator	Eya2 inh	KCNH2 3.1 block	AT treatment	ELG1 repair inh	USP2a block	Mito fusion act	TSHR antag	KCNH2 WT inh	TRPV1 agonist
Nc1c(C(=O)O)ccc2c1C(=O)c1ccccc1C2=O	-3%	6%	9	-24%	-8%	-6%	15%	-18	1	-2
CN(C)CCCN(C(=O)c1cc2ccccc2oc1=O)c1nc2ccc(F)cc2s1	-3%[46.1 µM]	-11%	4	-1%	?	4%	-17%	15	17	4
